Screening data as filed in PubChem BioAssay.
NPC1 prom act: qHTS Assay for NPC1 Promoter Activators; Huh7 NPC1 promoter luciferase reporter, 24 h; Potency, µM (series often up to 9.22 µM), without a hit: at the highest dose activation, actives largely listed as activators; actives 2.4% (n = 320,000); AID 485313, 2010;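 note: % of control where 0% means no effect; nearly all actives have a fitted effect of over 60% in size; reporter is driven by a mutant NPC1 promoter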
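Luminescence from an NPC1 promoter-driven luciferase reporter in stably transfected Huh7 cells was measured after 24 h compound treatment at 37 °C, followed by 10 min ambient incubation with luciferase detection reagent.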
FLuc modulator: qHTS profiling assay for firefly luciferase inhibitor/activator using purifed enzyme and Km concentrations of substrates (counterscreen for miR-21 project); Luciferin 4-monooxygenase (Photinus pyralis), P08659; purified FLuc, Km substrates, luminescence inhibition; Potency, µM (series often up to 57.5 µM), inactives show top-dose activity change, negative = inhibition, most hits filed as inhibitors; actives 6.9% (n = 360,000); AID 588342, 2011;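 note: plate controls were vehicle for no effect and reference inhibitor for full effect; nearly all actives have a fitted effect of over 55% in size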
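Purified P. pyralis luciferase (10nM final) with 10uM D-luciferin and 10uM ATP (Km levels) in 50mM Tris acetate pH 7.5, 10mM Mg acetate, 0.01% Tween-20, 0.05% BSA; qHTS 6-point titration, ~60 µM downward; luminescence read.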
Rab9 prom act: qHTS Assay for Rab9 Promoter Activators; actives 2.8% (n = 320,000); Huh7 Rab9 promoter-luciferase reporter, luminescence, 24 h; Potency, µM (highest dose often 9.22 µM), inactives show at the highest dose activation, negative = inhibition, hits mostly activators; note: % of control where 0% means no effect; nearly all actives have a fitted effect of over 60% in size
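Using Huh7 cells stably transfected with Rab9 promoter–luciferase, compounds were incubated 24 h at 37 °C, 5% CO2; luciferase luminescence was read 10 min after reagent addition.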
p53 reactivator: qHTS assay for re-activators of p53 using a Luc reporter. Potency, µM (highest dose often 92.2 µM), for the others: top-dose activity change, positive = activation, usual class: activators. actives 0.063% (n = 320,000). H1299 p53-A138V BP100-luciferase reporter, luminescence, 24 h. AID 504706, 2011; note: % of control where 0% means no effect; nearly all actives have a fitted effect of over 45% in size
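p53-null H1299 cells stably carrying temperature-sensitive p53-A138V and a BP100-luciferase reporter were pinned with compounds (4-point, 1:5 series) and held 24 hrs at 37 deg C. Luminescence was read 10 min after detection reagent.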
ELG1 genotoxic: qHTS screen for small molecules that induce genotoxicity in human embryonic kidney (HEK293T) cells expressing luciferase-tagged ELG1; Potency, µM (highest dose often 46 µM), without a hit: at the top dose activity change, positive = activation, actives largely listed as activators; HEK293T ELG1-luciferase reporter, luminescence, 16 h; actives 1.3% (n = 330,000); note: % of control where 0% means no effect; nearly all actives have a fitted effect of over 60% in size
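Genotoxic stress is detected as increased luminescence from luciferase-tagged ELG1 in HEK293T cells, measured with ONE-Glo after a 16 hr treatment at 37 °C.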
RORgamma inh: qHTS for inhibitors of ROR gamma transcriptional activity. Drosophila S2 Gal4-RORgamma UAS-luciferase reporter, 20 h. actives 5.4% (n = 310,000). Nuclear receptor ROR-gamma (Mus musculus), P51450. AID 2551, 2010. Potency, µM (top dose mostly 53.6 µM), without a hit: top-dose activity change, negative = inhibition, most hits filed as inhibitors; note: % is set by controls: 0 for no effect and ±100 for the full control effect; nearly all actives have a fitted effect of over 60% in size
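Luminescence from a UAS-regulated Photinus luciferase reporter in stably transfected Drosophila Schneider cells is measured; decreased signal marks ROR gamma inhibition. Fusion expression is induced by 700 uM copper sulfate for 20 hr.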
uPA generation: qHTS for Inhibitors of Cell Surface uPA Generation; cell surface uPA generation assay, qHTS; actives 0.31% (n = 330,000); AID 540303, 2011; Potency, µM (titrated, usually from 38.3 µM), inactives show at the highest dose activity change, negative = inhibition, usual class: inhibitors; active = well fitted inhibition curve with a large enough effect; inconclusive = small, poorly fitted or top-dose-only effect; inactive = no such curve, though single readings can be large or run the other way; tested in mouse RAW 264.7 cells; note: % is set by controls: 0 for no effect and ±100 for the full control effect; nearly all actives have a fitted effect of over 55% in size
BRCA1 expr act: qHTS Assay to Identify Small Molecule Activators of BRCA1 Expression; MCF7-BRCA1-FFLuc reporter, luminescence, 48 h; response scale: scaled: vehicle 0%, 10 µM genistein 100%; Potency, µM (titrated, usually from 46.1 µM), for the others: at the highest dose activation, usual class: activators; actives 1.1% (n = 380,000); AID 624202, 2012; note: nearly all actives have a fitted effect of over 80% in size; some results filed as inactive show a strong effect at the top dose
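MCF7 cells carrying a BRCA1-firefly luciferase reporter (2000 cells/well, phenol-red free MEM) were attached for 2 h at 37 °C, then given compounds for 48 h. Luminescence was read 15 min after luciferase reagent; activity normalized to genistein (10 microM) and DMSO.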
CXXC DNA block: qHTS Fluorescence Polarization Assay for Inhibitors of MLL CXXC domain - DNA interaction; Histone-lysine N-methyltransferase 2A (Homo sapiens), Q03164; MLL-CXXC / FITC-HOXA9 DNA fluorescence polarization; Potency, µM (doses to about 115 µM), inactives show at the highest dose activity change, negative = inhibition, most hits filed as inhibitors; actives 0.037% (n = 290,000); AID 2662, 2010; active = well fitted inhibition curve with a large enough effect in the polarisation, with a control signal flat, not every such curve was filed as active; inconclusive = small, poorly fitted or top-dose-only effect, or effect the other way, or a change in a side signal; inactive = no such curve, though single readings can be large or run the other way; the % refers to the polarisation
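Steps: dispense CXXC domain solution (7 uM) → pin compounds or unlabeled HOX-A9 DNA control → 5 min ambient → add FLSN-HOX-A9 solution (50 nM) → spin → 30 min ambient → fluorescence polarization. Tris pH 7.5/NaCl/DTT/BSA buffer.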
MBNL1-CUG inh: qHTS Assay for Inhibitors of MBNL1-poly(CUG) RNA binding; Muscleblind-like protein 1 (Homo sapiens), Q9NR56; TR-FRET MBNL1-His/biotin-(CUG)12 binding, 665/545 ratio; Potency, µM (top dose mostly 57.5 µM), for inactives: at the highest dose activity change, negative = inhibition, hits mostly inhibitors; actives 0.036% (n = 280,000); active = well fitted inhibition curve with a large enough effect in the signal ratio, with a control signal flat, not every such curve was filed as active; inconclusive = small, poorly fitted or top-dose-only effect, or effect the other way, or a change in a side signal; inactive = no such curve, though single readings can be large or run the other way; the % refers to the signal ratio; note: % is set by controls: 0 for no effect and ±100 for the full control effect
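Ratiometric TR-FRET (665 over 545 nm, excitation 340 nm) tracks disruption of MBNL1-His/biotin-(CUG)12 complex after 60 min at room temperature, with compounds at 92 nM to 58 uM final.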
Gal4-VP16 FLuc: VP16 counterscreen qHTS for inhibitors of ROR gamma transcriptional activity; Potency, µM (highest dose often 53.6 µM), for the others: top-dose activity, negative = inhibition, hits mostly inhibitors; Drosophila S2 Gal4-VP16 UAS-luciferase, luminescence, 20 h; actives 3.5% (n = 310,000);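 note: Gal4-VP16 expression switched on by copper sulfate through the metallothionein promoter; % is set by controls: 0 for no effect and ±100 for the full control effect; nearly all actives have a fitted effect of over 50% in size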
Numbers without * were called inactive; ? = inconclusive; nt = not tested or not shown; & = joins results of further samples; [ ] = dose if it differs, or a comment. Unless noted, calls come from the whole dose curve; as a rule, active = well fitted curve in the direction sought with a large enough effect; inconclusive = small, poorly fitted or top-dose-only effect, or another doubt; inactive = no such curve, though single readings can be large; an effect the other way counts as inactive or inconclusive. Potency is the fitted concentration of half-maximal effect. Some of the compounds tested (hit frequency here may not be typical).

SMILES | NPC1 prom act | FLuc modulator | Rab9 prom act | p53 reactivator | ELG1 genotoxic | RORgamma inh | uPA generation | BRCA1 expr act | CXXC DNA block | MBNL1-CUG inh | Gal4-VP16 FLuc
O=S(=O)(NCc1cccnc1)c1ccc(Cl)c(Cl)c1Cl | 0% | 0% | -1% | -5% | -1% | 8% | 2% | 7% | 3% | -19% | -8%
CCN1CCN(Cc2c(C)[nH]c3ccc(C(=O)OC)cc3c2=O)CC1 | -1% | 0% | -8% | -9% | 0% | -23% | 2% | 11% | -5% | -2% | -2%
CCN1CCCC1CNC(=O)c1cn(CC)c2ccc(S(=O)(=O)N3CCCCCC3)cc2c1=O (stereo not given) | -3% | -1% | 0% | -2% | 0% | -14% | nt | nt | 0% | -11% | -1%
COc1ccccc1C(=O)Nc1ccnn1C1CCN(CCC(C)c2ccc(C)o2)CC1 (stereo not given) | -3% | 2% | 3% | 15% | -5% | -20% | 0% | -7% | 1% | 5% | 2%
C/C(=N/Oc1nc(C)cc(C)n1)c1ccccc1 | 14% | ? | 22% | 18% | ? | 12% | 2% | ? | -6% | -3% | -2%
CCS(=O)(=O)NCCc1cc2ccc(C)cc2[nH]c1=O | 0% | 2% | 4% | 0% | 2% | 19% | -2% | 20% | -2% | -4% | -7%
O=C(Cn1cc2c(n1)CCCCC2)NCCCN1CCOCC1 | 1% | 1% | 1% | 2% | -6% | 7% | 7% | 4% | 5% | 9% | -10%
Cc1ccc(C(=O)COC(=O)CNS(=O)(=O)c2ccc(C)cc2)cc1 | -12% | -1% | 0% | 2% | 0% | -7% | 4% | -3% | 6% | -1% | 3%
O=C(c1ccco1)N1CCN(C(=O)C2CC(c3ccc(Cl)cc3)=NO2)CC1 (stereo not given) | -2% | 4% | 0% | -6% | -7% | -11% | -1% | 0% | 10% | 10% | 8%
O=C(COC(=O)CNS(=O)(=O)c1cccc(Br)c1)Nc1ccccc1Sc1ccccc1 | -1% | 1% | 1% | -5% | -4% | -3% | -5% | -15% | -9% | -1% | -14%
COc1ccc(CCNC(=O)CSc2nnc(CNC(=O)c3cccs3)o2)cc1OC | 4% | -3% | -2% | -3% | -1% | 33% | 5% | 0% | 12% | -5% | 9%
OCCC1CN(Cc2cccc3nccnc23)CCN1Cc1ccc(F)cc1 (stereo not given) | 0% | -1% | 0% | -5% | -7% | 0% | -4% | -5% | 2% | 4% | 2%
Cc1ccc(NC(=O)c2cc(NC(=O)/C=C\C(=O)O)ccc2N2CCCCC2)cc1 | -4% | 3% | -4% | -17% | -9% | -8% | -11% | -11% | -8% | -10% | -2%
N/C(=N\OC(=O)c1ccc(Cl)cc1Cl)c1cccnc1 | 1.4µM* | 1.2µM* | 1.6µM* | 7% | 2.6µM* | -28% | ? | ? | 27% | -6% | ?
CCCn1cc(S(=O)(=O)c2ccc(C)cc2)c(=O)c2cc(OC)c(OC)cc21 | 0% | 4%&0% | -4% | -7% | 7% | -4% | -4% | -11% | 4% | 8% | 1%
CCc1nc2nc(C)c(NS(=O)(=O)c3ccc(CC(C)C)cc3)c(=O)n2[nH]1 | -2% | 1% | -12% | 8% | 1% | -26% | 2% | 7% | -2% | -10% | -2%
CCSCc1nnc(SCC(=O)Nc2ccc(F)cc2)n1CC | -2% | -3% | -2% | -1% | 3% | 20% | -5% | 0% | -7% | -15% | 5%
Cc1c(OC(C)C(=O)NCCN2CCOCC2)ccc2c3c(c(=O)oc12)CCC3 (stereo not given) | 2% | 6% | -4% | -5% | 5% | -11% | -3% | -2% | 36%[activator] | 1% | -3%
CCOC(=O)C1(CC2CC2)CCN(C(=O)c2cc(OC)nc3ccccc23)CC1 | 10% | ? | 20% | 1% | 0% | 24% | 6% | 49% | -16% | 4% | -3%
Cc1ccnc(NC(=O)C2CCN(S(=O)(=O)c3cccc(C(F)(F)F)c3)CC2)c1 | -1% | -1% | -1% | 26% | -7% | ? | 3% | -26% | 5% | -3% | 14%
CCOc1ccc(NC(=S)N2CCCCCC2)cc1 | 9% | -8% | 15% | 5% | 6% | 7.1µM* | 7% | 33% | -8% | -3% | ?
CCc1ccc(NC(=O)COC(=O)c2nc3nc(C)cc(C)n3n2)cc1 | 2% | 1% | 0% | 8% | 0% | nt | 1% | -8% | nt | nt | nt
C=CCn1c(SCC(=O)NC)nnc1C12CC3CC(CC(C3)C1)C2 | 3% | 5% | 0% | 29% | 3% | -10% | -1% | 9% | 6% | -21% | 0%
COc1cccc(CCN2CCC(CNS(=O)(=O)c3cc(-c4cc(C)no4)ccc3OC)CC2)c1 | -5% | 0% | -10% | 1% | -4%[9.26 µM] | 3% | ? | -10% | -1% | -6% | -9%
O=C(COC(=O)/C=C/c1cccs1)Nc1cccc(S(=O)(=O)N2CCCC2)c1 | -6% | ? | 1% | -1% | -5% | ? | 6% | -3% | 6% | nt | -8%
Cc1nc(SCC(=O)NCc2ccccc2)c2c(=O)n(C)c(=O)n(C)c2n1 | -5% | 4% | 0% | -3% | 0% | -12% | 12% | -16% | 3% | -3% | -7%
O=C(Cn1nnc(-c2ccc3c(c2)OCO3)n1)Nc1ccccc1C(=O)O | ? | 15µM* | 27% | 19% | ? | -13% | 9% | 11µM* | -6% | -7% | -18%
CCCC(=O)Nc1ccccc1NC(=O)c1ccc2c(c1)OCO2 | 2% | 0% | 10% | nt | 1% | nt | -2% | 0% | -6% | 5% | nt
Cc1nn(Cc2ccccc2)c(Cl)c1C(=O)NCCc1ccccc1 | 2.5µM* | 9.5µM* | 2.2µM* | ? | ? | 24% | -4% | 97% | ? | -4% | ?
CCCCN(C(=O)CCC(=O)Nc1cc(C)on1)C(C(=O)NC1CCCC1)c1ccc(OCC)cc1 (stereo not given) | 1% | 17% | 0% | -7% | -6% | 11% | -6% | -28% | -5% | -8% | -4%
Cc1ccc(S(=O)(=O)Nc2ccccc2CNc2cccc(C)n2)cc1 | 1% | 2% | 11% | ? | -10% | 16% | -5% | -27% | 5% | ? | -7%
Fc1cccc(F)c1-n1c(CN2CCOCC2)csc1=S | 0% | -1% | 4% | 0% | 2% | -2% | 9% | -5% | 14% | -10% | 7%
Cn1ccc(CC(=O)N2CCC(N3CCC(C(=O)N4CCCC4)CC3)CC2)c1 | 3% | -12% | -2% | 2% | 0% | 40% | 1% | 0% | 3% | 0% | -13%
Nc1c(Cl)c(Cl)nc(C(=O)OCC(=O)N2CCCC2=O)c1Cl | 0% | -2% | -3% | 0% | 2% | nt | 0% | -20% | nt | nt | nt
Cc1ccc(NC(=S)Nc2ccc(F)cc2)cc1C | 9% | -11% | -2% | 22% | -8% | 7.1µM* | -14% | 42% | 18% | -6% | 7.1µM*
COc1cc(C(C[N+](=O)[O-])c2c(C)cc3ccccn23)ccc1O (stereo not given) | 7% | -1% | 1% | 4% | 8% | 16µM* | -9% | -52% | 9% | ? | ?
O=C(Cn1nnc(-c2ccc3c(c2)OCO3)n1)N1CCOCC1 | nt | 3% | nt | nt | nt | 8% | 5% | 1% | 0% | 4% | 30%
Brc1ccc(-c2nn3c(-c4ccco4)nnc3s2)o1 | 1% | -12% | -9% | -4% | 0% | 21% | nt | 0% | 28% | nt | 10%
COc1cc2c(cc1OC)C(c1cc(Br)c(OC)c(OC)c1)CC(=O)N2 (stereo not given) | -3% | -1% | 3% | -36%[inhibitor] | 18% | 19% | -9% | -4% | 8% | -2% | 5%
Cc1nc(-c2cccc(NC(=O)c3ccc(-n4nccc4C)cc3)c2)cs1 | 12% | 4.8µM* | 10% | 34% | -8% | nt | -1% | 47% | nt | nt | nt
COc1ccc(CCNC(=O)C2CCCN2C(=O)Nc2cccc(C(C)=O)c2)cc1OC (stereo not given) | 1% | 0% | 7% | -5% | 5% | ? | -2% | -9% | 6% | -11% | 5%
Cc1ccc(CCN=c2c([N+](=O)[O-])nn(-c3ccccc3)n2O)cc1 | -2% | -7% | -5% | 12% | -5% | 17% | -16% | -13% | 9% | -2% | -1%[10 µM]
